CF NFkB block – blocks PAF-induced NF-kB reporter in cystic fibrosis cells; KKLEB NF-kB-GFP reporter, GFP fluorescence overnight; inhibition, % at 5 µM; actives 0.86% (n = 360,000);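 active means at least 50% inhibition at 5 µM, scaled per plate between neutral and stimulator controls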;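 further: PAF is a Pseudomonas aeruginosa culture filtrate used as stimulus; plate controls were PAF-stimulated DMSO wells for no effect and unstimulated DMSO wells for full effect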
Shn3 3UTR inh – Schnurri-3 reporter inhibition in Clone20 osteoblasts; Clone20 osteoblast Shn3 3'UTR firefly luciferase, 24 h; inhibition, % at 12.5 µM; actives 0.52% (n = 360,000); AID 588674;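 active means mean inhibition of at least 75% with every replicate also reaching 75%; inconclusive means mean inhibition at least 75% but some replicate below; inactive means mean inhibition below 75%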;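 further: 0% = median of neutral control wells and 100% = pilot-screen positive control compound; some compounds past the cut are filed as inactive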
Vif inh – blocks HIV Vif function; HEK293T cells, Vif self-association by quenched fluorescence, imaging, 24 h; inhibition, % at 7.49 µM; actives 0.35% (n = 340,000); AID 602346; in the data active means inhibition above about 50%, passing the limit was not always enough; inconclusive means no clear call, values can overlap the other calls; inactive means below about 31%; further: some results filed as inactive read as strong as hits
HIF-2a inh – inhibitors of HIF-2a. 786-0 RCC cells HIF-2a reporter, luciferase luminescence, overnight. actives 0.72% (n = 360,000). inhibition, % at 18.8 µM;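 active means inhibition of the luminescence signal of 40% or more relative to plate controls, in a single-dose primary screen at 18.75 µM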
PDI inh – inhibitors of human protein disulfide isomerase. P07237. PDI insulin aggregation turbidity, A650, 90 min. inhibition, % at 10 µM. actives 0.052% (n = 350,000). AID 588391;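 active means mean inhibition across replicates of 30% or more, whatever share of single replicates reach that level; inconclusive means mean inhibition below 30% while every single replicate reaches 30%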;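 further: absorbance from insulin aggregation driven by PDI reduction with DTT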
Target sequence (P07237 whole entry, looked up): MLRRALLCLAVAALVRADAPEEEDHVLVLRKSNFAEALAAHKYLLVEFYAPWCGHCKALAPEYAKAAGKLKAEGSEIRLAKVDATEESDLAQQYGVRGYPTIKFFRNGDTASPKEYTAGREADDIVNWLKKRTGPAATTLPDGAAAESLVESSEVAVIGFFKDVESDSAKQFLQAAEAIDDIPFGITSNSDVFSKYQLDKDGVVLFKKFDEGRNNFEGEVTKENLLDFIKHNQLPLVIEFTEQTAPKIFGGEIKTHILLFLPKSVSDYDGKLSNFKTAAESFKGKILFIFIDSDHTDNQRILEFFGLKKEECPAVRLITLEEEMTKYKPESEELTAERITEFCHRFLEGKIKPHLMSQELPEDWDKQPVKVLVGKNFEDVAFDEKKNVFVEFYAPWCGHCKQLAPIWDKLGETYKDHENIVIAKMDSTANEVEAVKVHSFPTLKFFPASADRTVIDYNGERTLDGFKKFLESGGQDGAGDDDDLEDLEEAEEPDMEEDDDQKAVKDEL
TRPM1 prom inh – reduces MITF-dependent TRPM1 promoter luciferase signal | SK-MEL-5 TRPM1 promoter luciferase, 24 h | inhibition, % at 12.5 µM | actives 0.83% (n = 330,000) | AID 488899;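 active means mean inhibition across replicates of 60% or more, whatever share of single replicates reaches that level; inconclusive means some that reach 60%, reason not given; inactive means mean inhibition across replicates below 60%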; further: values of inactives mirror those of a sister screen read the other way
NR2E3 ag-1 – activates human photoreceptor nuclear receptor NR2E3; Q9Y5X4; inhibition of corepressor binding, % at 4.78 µM; AID 2300; GST-NR2E3/biotin-RetCOR TR-FRET, 1536-well; actives 0.12% (n = 320,000);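 active means percent inhibition above the cutoff of mean plus 3 SD of all tested compounds, set per screening campaign, cut at about 20% in these data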;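 further: 0% = DMSO wells and 100% = biotin wells as full block of FRET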
Target sequence (Q9Y5X4 whole entry, looked up): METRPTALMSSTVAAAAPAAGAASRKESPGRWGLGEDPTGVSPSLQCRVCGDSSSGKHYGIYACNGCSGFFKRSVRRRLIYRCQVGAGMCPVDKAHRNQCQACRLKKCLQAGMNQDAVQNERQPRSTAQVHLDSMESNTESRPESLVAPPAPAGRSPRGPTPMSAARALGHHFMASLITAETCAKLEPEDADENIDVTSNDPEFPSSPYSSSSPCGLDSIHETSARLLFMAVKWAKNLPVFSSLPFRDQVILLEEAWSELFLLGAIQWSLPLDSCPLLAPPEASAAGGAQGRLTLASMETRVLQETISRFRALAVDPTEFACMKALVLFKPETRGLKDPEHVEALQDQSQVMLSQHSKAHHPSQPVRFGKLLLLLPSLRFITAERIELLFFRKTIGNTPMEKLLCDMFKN
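Material: NR2E3–RetCOR corepressor complex | Quantity: 1.35 nM GST-tagged NR2E3 final | Schedule: 5 h at 4 °C | Replication: Singlicate compound wells | Reagent: RetCOR corepressor, biotinylated, 7 nM | Controls: Biotin wells as high control, 0.6% DMSO wells as low control | Signal: TR-FRET, Eu(K)-anti-GST donor, streptavidin-D2 acceptor, ex 340, em 617/671 nm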
NR2E3 ag-2 – activates human NR2E3 receptor; Q9Y5X4; CHO-S Gal4-NCOR/VP16-NR2E3 two-hybrid, luciferase; inhibition of corepressor binding, % at 3.98 µM; actives 0.35% (n = 360,000); AID 602229;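 active means inhibition above the mean of all tested compounds plus 3 SD, cut at about 70% in these data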;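 further: 0% = DMSO with NR2E3 transfected cells and 100% = cells lacking NR2E3 construct; higher means lower luciferase signal from less NR2E3 corepressor binding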
CaV13 ICDI inh – Disruptors of the CACNA1D IQ motif to Ca2+-dependent inactivation inhibitor domain association, primary screening, Förster resonance energy transfer in intact living …. HEK cells, CFP/YFP FRET ICDI-IQ, plate reader, 10 min; percent FRET-ratio fall versus neutral wells. actives 0.098% (n = 340,000). inhibition, % at 12.3 µM;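 active means mean replicate inhibition of at least 30% and at least 1% of replicates passing that level; inconclusive means only one of the two criteria is met; inactive means neither criterion is met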;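 further: 0% = median of the neutral control wells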
Peg3 prom inh – reduces Peg3 promoter-driven luciferase expression in HeLa; HeLa PEG-Prom luciferase reporter, luminescence, overnight; inhibition, % at 20 µM; actives 1.7% (n = 360,000); AID 588405;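 active means inhibition of at least 50% at 20 µM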
KKLEB tox – reduces viability of KKLEB cystic fibrosis airway cells | KKLEB CF airway cells viability, ATPlite luminescence, overnight; active compounds read low; cells stimulated with P. aeruginosa culture filtrate | activity change (cytotoxicity), % at 5 µM | actives 0.36% (n = 360,000) | AID 602141;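 active means corrected activity change at or below -50% at 5 µM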
* = called active by the depositor; ? = inconclusive; / = no result given.

SMILES	CF NFkB block	Shn3 3UTR inh	Vif inh	HIF-2a inh	PDI inh	TRPM1 prom inh	NR2E3 ag-1	NR2E3 ag-2	CaV13 ICDI inh	Peg3 prom inh	KKLEB tox
COc1ccc(CNC(=O)CN(Cc2ccc(C)cc2)S(=O)(=O)c2ccc(Cl)cc2)cc1	5	-11	6	34	2	-10	-2	-3	-5	15	-2
COCC(=O)N1CCCC(C(=O)c2ccc3c4c(cccc24)CC3)C1 (configuration not stated)	-12	-4	6	-19	0	-10	-1	-24	-6	-25	-3
O=C(CSC1CS(=O)(=O)c2cc([N+](=O)[O-])ccc21)NNC(=O)c1ccc(Cl)cc1 (configuration not stated)	7	/	-7	0	10	-14	2	-5	-7	4	-1
O=C(NCCCN1CCOCC1)C1CCN(S(=O)(=O)c2ccccc2)CC1	5	-5	17	-3	-1	4	-2	-19	-6	3	10
Cc1cc(C)nc(NC(=O)/C=C/c2ccc3c(c2)OCO3)c1	12	-57	-11	-270	3	-111	-2	-138	-3	-252	-6
CCOC(=O)c1cc(-c2cccs2)nn1CCC#N	23	-1	13	5	-7	3	-2	-4	-5	8	-9
COC(=O)c1ccc(Oc2nc(C(N)=O)cc(-c3ccccc3)n2)cc1	-10	18	-2	14	-4	-3	-11	-6	-4	3	-14
Cc1nc(SCc2ccccc2)c(C(F)(F)F)c(=O)[nH]1	4	-4	10	-15	5	1	4	20	/	-14	-12
CCCCCCC(=O)Nc1nc(C)c(-c2csc(Nc3cc(Cl)ccc3OC)n2)s1	15	-17	5	-11	-2	-2	4	8	-12	-18	14
COc1ccc(-c2nnc(CSc3ncnc4sc5c(c34)CCC5)o2)cc1OC	14	-22	4	4	2	7	/	9	-7	-6	-18
Nc1ncc(-c2cc3ccccc3oc2=O)s1	12	-72	/	-148	-1	-39	-2	-135	/	-270	-11
CC1(C)NC(=O)N(CC(=O)OCC(=O)Nc2cc(S(=O)(=O)N3CCCCC3)ccc2Cl)C1=O	28	3	/	13	-5	5	2	-9	-3	8	0
Nc1cc(=O)[nH]c(SCC(=O)N2N=C(c3ccc4ccccc4c3)CC2c2ccccc2)n1 (configuration not stated)	-25	8	1	-32	5	-19	1	-17	7	28	-5
COc1ccc(-c2csc(NC3=NCCCCC3)n2)cc1	-18	3	3	-31	16	9	-6	-10	-4	-4	7
COc1ccc(C(=O)n2ncc(C#N)c2N)cc1	-1	-4	-10	8	3	9	/	-32	-6	7	8
CC(=O)Nc1ccc(S(=O)(=O)Nc2nnc(C3CCCCC3)s2)cc1	-13	24	-4	9	4	7	4	-12	/	9	12
Cc1nc(-c2ccc(Cl)cc2)sc1C1(C)CC(c2ccc(OC(F)(F)F)cc2)=NO1 (configuration not stated)	1	-44	-4	-95	-1	-22	-2	-18	-11	-100	3
CC(C)CC(=O)Nc1ccccc1N1CCCC1	-3	17	2	8	-3	4	-3	-22	-3	-1	-2
CN(CC(=O)Nc1ccc(Cl)cc1)C(=O)CCNC(=O)c1ccc(Cl)cc1	13	-34	-10	-60	0	-21	3	-1	-12	-40	5
O=C(NCc1ccco1)c1cc(S(=O)(=O)N2CCCc3ccccc32)ccc1Cl	-15	-3	-23	16	-2	11	4	-31	-4	13	15
COc1ccc(C)cc1N(C(=O)c1ccco1)C(C(=O)NC1CCCC1)c1ccc(N2CCOCC2)cc1 (configuration not stated)	11	7	9	11	-1	-1	0	4	-3	0	4
CCOc1ccc(NC(=O)C(C)Sc2nnc(C)n2C)cc1 (configuration not stated)	-13	2	-7	-7	/	5	0	2	-2	4	7
Cc1cccnc1C1=NOC(Cc2ccccc2)C(=O)N1Cc1ccc(F)cc1 (configuration not stated)	37	-14	-4	1	-4	/	/	-35	?	8	-26
Cc1cc(=O)[nH]c(SCC(=O)Nc2nonc2C)n1	-7	-3	4	12	7	9	3	4	-3	11	0
Cc1cc(C(=O)COC(=O)c2ccc(O)cc2O)c(C)n1-c1ccc(OC(F)F)cc1	16	78	-2	12	-6	24	/	55	-6	-1	18
CCSCCNC(=O)c1cc(-n2cnnc2)ccc1Cl	-8	-16	5	14	19	-5	-1	2	-6	0	-18
CCOCCCN1C(=O)CN(C2CCCCC2)C(=O)C1c1ccc(OC)c(OC)c1 (configuration not stated)	-15	-1	-4	20	7	3	-3	-12	-7	5	-15
CCN(c1ccccc1)S(=O)(=O)c1cccc(C(=O)NCC(c2cccs2)N2CCOCC2)c1 (configuration not stated)	2	1	/	-9	-5	4	0	4	-2	3	-10
COc1ccc(/C=C/C(=O)Oc2ccc(/C=N/NC(=O)c3ccccc3)cc2)cc1OC	52*	-10	-9	-38	20	-2	1	-44	-6	-78	-68*
O=C(Nc1cccnc1)c1ccc2ccccc2c1O	-22	-69	0	-284	8	-72	1	-126	-2	-264	10
Cn1c(N)c(C(=O)COC(=O)CCCN2C(=O)c3ccccc3C2=O)c(=O)n(C)c1=O	7	11	4	15	13	4	-2	-2	-3	-1	4
COc1ccc(CN(C)C(=O)c2ccc(NS(=O)(=O)c3ccc4[nH]c(=O)[nH]c4c3)cc2)c(OC)c1	-3	9	/	16	1	10	2	5	-1	5	-9
CCN(CC)CCCC(C)NC1=NCCCCC1 (configuration not stated)	7	0	6	15	2	8	-3	4	-4	1	5
Cc1cc(NC(=O)c2ccc3c(c2)OCCO3)ccc1NC(=O)c1ccco1	16	-56	-5	-175	-15	-54	3	-25	-4	-197	-5
O=C(Nc1ccccc1)c1ccc(NC(=O)c2cccs2)cc1	0	-30	-2	-160	-3	-17	2	-20	/	-100	-23
CCOC(=O)C1CCCN(c2c(NCCN3CCCCC3CC)c(=O)c2=O)C1 (configuration not stated)	-6	4	5	3	-3	0	2	-13	-6	-3	-5
Cc1ccc(C(=O)OCc2cn3ccccc3n2)cc1	0	-10	14	-52	-1	-22	1	-44	-6	-48	8
O=C(NCC1CCOCC1)C1CCC(=O)N(Cc2cccc(C(F)(F)F)c2)C1 (configuration not stated)	-6	-23	4	-11	5	-8	-1	-30	-2	2	-3
CC(C)NC(=O)NC(=O)CSc1nncs1	-5	-2	1	14	-13	6	3	-16	-5	7	-2
COc1ccc(OCC(O)CNC(=O)Nc2ccc(F)cc2)cc1 (configuration not stated)	1	5	-8	21	-2	-2	-2	-3	-2	11	6

Compounds shown so far containing a cyano group:
SMILES	CF NFkB block	Shn3 3UTR inh	Vif inh	HIF-2a inh	PDI inh	TRPM1 prom inh	NR2E3 ag-1	NR2E3 ag-2	CaV13 ICDI inh	Peg3 prom inh	KKLEB tox
CCOC(=O)c1cc(-c2cccs2)nn1CCC#N	23	-1	13	5	-7	3	-2	-4	-5	8	-9
COc1ccc(C(=O)n2ncc(C#N)c2N)cc1	-1	-4	-10	8	3	9	/	-32	-6	7	8

Limited to CF NFkB block, Vif inh and KKLEB tox (3 entries from above):
Molecule,CF NFkB block,Vif inh,KKLEB tox
CCN(CC)CCCC(C)NC1=NCCCCC1 (configuration not stated),7,6,5
CCSCCNC(=O)c1cc(-n2cnnc2)ccc1Cl,-8,5,-18
O=C(Nc1ccccc1)c1ccc(NC(=O)c2cccs2)cc1,0,-2,-23

(list continues)
SMILES	CF NFkB block	Shn3 3UTR inh	Vif inh	HIF-2a inh	PDI inh	TRPM1 prom inh	NR2E3 ag-1	NR2E3 ag-2	CaV13 ICDI inh	Peg3 prom inh	KKLEB tox
COc1ccc2[nH]c(=O)c(CN(CC3CCCO3)C(=S)Nc3cccc(C)c3)cc2c1 (configuration not stated)	10	40	-5	24	3	17	-3	4	-4	35	9
Cc1cc(C)n(-c2ccc(C(=O)NCc3ccc4c(c3)OCO4)cc2)n1	0	-4	6	-11	2	6	2	-25	-4	-11	0
O=C(C[C@H]1C(=O)N(Cc2ccccc2)C[C@@H]1c1ccc(Br)cc1)Nc1ccc(Br)cc1	-3	5	-1	-15	-1	/	/	-22	-3	0	-7
CC(=O)Nc1cccc(Oc2ccc(-c3noc(C)n3)cc2)c1	-3	-30	-3	-229	-3	-53	0	-87	-2	-263	4
O=c1c2ccccc2nc(SCc2nc3ccccc3s2)n1Cc1ccco1	31	55	-6	-157	5	2	0	-46	-11	-8	-24
COc1ccc(OC)c(CNC(=O)C2CCCN(S(=O)(=O)N3CC(C)CC(C)C3)C2)c1 (configuration not stated)	-6	-8	-18	2	-12	16	2	-11	-6	13	0
NC(=O)C(c1ccccc1)C1CCCC1 (configuration not stated)	3	3	-3	21	0	-2	3	-17	-1	10	9
O=C(Cc1ccccc1[N+](=O)[O-])Nc1ccc2c(c1)OCCO2	11	0	-1	-113	9	-12	1	-26	/	-192	-5
C[C@H](CO)N1C[C@H](C)[C@@H](CN(C)C(=O)Nc2cccc(Oc3ccccn3)c2)OCc2cnnn2CCCC1=O	11	-7	-4	-10	-8	/	/	-1	-8	3	-10
Cc1ccc(Cn2c(SCC(N)=O)nc3c2c(=O)n(C)c(=O)n3C)cc1	-9	15	-4	6	17	3	3	-11	-8	-3	0
CCCc1cc(=O)n2nc(N3CCC(C(=O)Nc4cccc(C(C)=O)c4)CC3)sc2n1	-11	-1	-6	-10	-11	4	2	-2	-3	0	0
CN1CCN(C(=S)c2ccc(OCC(=O)Nc3cccc(C(F)(F)F)c3)cc2)CC1	0	67	54*	-10	-3	2	3	34	/	-1	-2
CC(C)(C)OC(=O)NC(CNCc1ccccc1)Cc1ccccc1 (configuration not stated)	-13	15	3	2	0	-13	0	-4	-5	-11	16
COc1cc(OC)cc(C(=O)NCC(=O)Nc2ccc(-c3ccccc3)cc2)c1	8	-58	-7	-185	-1	-38	1	-127	-7	-231	-1
COc1ccc(CNC(=O)COC(=O)c2cc3ccccc3o2)cc1	-10	-12	-2	2	-2	10	/	1	-2	11	16
O=C(COc1ccc2ccc(=O)oc2c1)NCCCn1ccnc1	-8	2	-6	10	4	7	-4	-23	-3	-3	7
O=C(CSc1nc(C(F)(F)F)cc(=O)[nH]1)NCC1CCCO1 (configuration not stated)	11	-5	13	-2	3	-3	-3	-9	-7	-12	-10
CN(C)S(=O)(=O)N(CC(=O)N(Cc1ccccc1)Cc1ccccc1)c1ccccc1	-11	3	-3	-5	5	-11	1	-15	-8	41	-11
CC(C)c1ccc(NC(=O)C2Cc3c(-c4ccc5c(c4)OCO5)ccnc3O2)cc1 (configuration not stated)	-3	12	2	6	3	/	/	12	-5	9	-3
C(=C\CSc1nnnn1-c1ccccc1)/CSc1nnnn1-c1ccccc1	11	18	-2	3	-3	8	-4	-3	-8	26	-2
